STEP block: blocks human striatal-enriched tyrosine phosphatase; P54829; recombinant STEP, OMFP fluorogenic substrate, fluorescence; inhibition, % at 20 µM; 360,000 compounds, 0.25% hits;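 active = inhibition at 20 µM, scaled per plate between control wells, above about 37%, limit read from the data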;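 also: 0% = DMSO with enzyme and substrate and 100% = substrate only without enzyme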
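Assay system: isolated STEP enzyme / Timing: 20 min at room temperature, dark / Doses: 20 µM, 1% DMSO / Technique: fluorescence intensity, excitation 480 nm, emission 540 nm / Reagent: fluorogenic phosphatase substrate OMFP at 25 µM final / Measure: percent inhibition scaled to no-enzyme and uninhibited-enzyme controls, plate-pattern corrected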
LMPTP inh: LMPTP (human) inhibition. recombinant LMPTP-A, OMFP fluorogenic substrate, fluorescence intensity. inhibition, % at 20 µM. 360,000 compounds, 0.22% hits. AID 651560;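 active = compounds that cut the enzyme signal by at least half of the control window in the single-dose screen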;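 also: plate controls were DMSO wells with enzyme plus substrate for no effect and substrate without enzyme for full effect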
Target sequence (P24666 whole entry, looked up): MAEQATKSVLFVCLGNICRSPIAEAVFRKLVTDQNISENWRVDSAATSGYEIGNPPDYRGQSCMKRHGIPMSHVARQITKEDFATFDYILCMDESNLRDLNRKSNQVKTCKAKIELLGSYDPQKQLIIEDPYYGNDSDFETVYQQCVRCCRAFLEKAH
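Test system: LMPTP-A phosphatase enzyme. Amount: LMPTP-A at 0.625 nM final in the reaction. Reagent: OMFP substrate, 400 µM final. Times: 50 min at room temperature. Signal: endpoint fluorescence intensity from OMFP dephosphorylation. Read-out basis: % inhibition. Benchmarks: no-enzyme and uninhibited controls.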
NRP1-CendR mod: NRP-1/CendR interaction modulation | 360,000 compounds, 0.85% hits | O14786 | FAM-RPARPAR peptide binding to NRP-1, fluorescence polarization | inhibition, % at 25 µM;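 active = inhibition or corrected inhibition above about 18%, plus a signal ratio from 0.5 to 1.5, limit read from the data, passing the limit was not always enough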; also: strong numbers were not always called active
Target sequence (O14786 whole entry, looked up): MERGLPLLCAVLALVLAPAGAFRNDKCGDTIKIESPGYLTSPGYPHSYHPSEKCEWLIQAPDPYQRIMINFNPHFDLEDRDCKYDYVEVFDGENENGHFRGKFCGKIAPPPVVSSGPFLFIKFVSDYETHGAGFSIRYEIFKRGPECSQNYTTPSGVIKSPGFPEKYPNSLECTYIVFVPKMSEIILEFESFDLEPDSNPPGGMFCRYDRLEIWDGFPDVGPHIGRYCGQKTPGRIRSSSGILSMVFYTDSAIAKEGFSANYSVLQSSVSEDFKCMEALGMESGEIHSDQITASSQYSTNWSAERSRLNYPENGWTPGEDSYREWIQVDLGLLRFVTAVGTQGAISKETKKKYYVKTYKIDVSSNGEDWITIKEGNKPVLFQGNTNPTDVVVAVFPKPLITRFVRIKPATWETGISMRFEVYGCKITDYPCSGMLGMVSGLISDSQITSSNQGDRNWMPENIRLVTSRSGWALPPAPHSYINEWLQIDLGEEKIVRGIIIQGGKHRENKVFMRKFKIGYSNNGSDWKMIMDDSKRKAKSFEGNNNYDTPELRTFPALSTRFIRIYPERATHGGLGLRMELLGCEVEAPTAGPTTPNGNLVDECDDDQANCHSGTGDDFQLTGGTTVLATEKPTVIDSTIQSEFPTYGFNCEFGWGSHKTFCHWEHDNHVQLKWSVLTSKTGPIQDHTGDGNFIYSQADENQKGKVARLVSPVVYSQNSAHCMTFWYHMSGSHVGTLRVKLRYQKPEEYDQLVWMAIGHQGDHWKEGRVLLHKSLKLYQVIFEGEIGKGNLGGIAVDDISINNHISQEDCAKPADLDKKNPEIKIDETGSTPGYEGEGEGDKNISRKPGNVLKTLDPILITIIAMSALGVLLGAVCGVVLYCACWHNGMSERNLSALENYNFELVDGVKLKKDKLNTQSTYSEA
MT1-MMP act inh: MT1-MMP (human) activation inhibition | 360,000 compounds, 0.061% hits | HT1080 RFP-PRO-GFP cells, GFP/RFP ratio fluorescence, overnight; percent of plate control window, DMSO zero | GFP/RFP ratio change, % at 20 µM;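 active = GFP/RFP ratio change of at least 30% with cell ATP level not reduced by more than half and red fluorescence within 50% of control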; also: strong numbers were not always called active
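Test system: HT1080 RFP-PRO-GFP cells; Benchmarks: DMSO and RFP-L50D-GFP cell wells; Timing: cells overnight before dosing, compound overnight, 37 °C, 5% CO2; Compound: one 20 µM compound dose with 1% DMSO; Read-out: GFP/RFP fluorescence ratio.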
NadD inh: inhibitors of Staphylococcus aureus NadD | purified NadD enzyme, colorimetric absorbance read-out | inhibition, % at 20 µM | 360,000 compounds, 0.78% hits; in the data active = inhibition above about 26%; also: some compounds past the cut are filed as inactive
SUMO1-SIM PPI: SUMO1-SIM interaction modulation; SUMO1 binding to a labelled peptide, TR-FRET, 1 h; inhibition, % at 20 µM; P63165; 360,000 compounds, 0.33% hits; AID 602429; in the data active = inhibition above about 37%
Scp-1 inhibitor: Scp-1 (human) phosphatase inhibition. inhibition, % at 20 µM. Recombinant Scp1, phosphopeptide, malachite green phosphate absorbance. 340,000 compounds, 0.88% hits. AID 493091;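 active = inhibition above about 50% at 20 µM, limit read from the data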;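 also: plate controls were DMSO wells with enzyme for no effect and wells lacking enzyme for full effect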
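Material – SCP-1 phosphatase catalytic domain, residues 76-261 · Buffer or medium – Acidic Tris acetate buffer with magnesium and detergent · Also added – Phospho 17-mer peptide substrate · Compound – single 20 µM dose, 1% DMSO · Times – 45 min room-temperature reaction, 5 min colour, 30 min stabiliser · Technique – Phosphate-binding colour reagent, absorbance read at 630 nm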
SKN-1 block: inhibitors of C. elegans SKN-1 | AID 624304 | 360,000 compounds, 0.49% hits | C. elegans VP596 Pgst-4::GFP/RFP ratio, acrylamide-induced, 24 h | inhibition, % at 21.8 µM;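 active = interference check ratio from 0.5 to 1.5 plus GFP to RFP signal ratio inhibition reaching or exceeding a fixed threshold, cut at about 30% in these data, passing the limit was not always enough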; also: some compounds called inactive have numbers as strong as hits
DNMT1 inh: DNMT1 (human) enzyme inhibition | P26358 | DNMT1 molecular beacon, Hinp1I cleavage, fluorescence | inhibition (reported as % activation of signal), % at 10 µM | 360,000 compounds, 0.83% hits; in the data active = inhibition above about 50%
Rpn11 inh: inhibitors of human proteasome Rpn11 | human 26S proteasome, Ub4-pepOG fluorescence polarization; 20S core pre-blocked with epoxomicin | calls only at 20 µM | 360,000 compounds, 0.59% hits | AID 588493;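 active = inhibition at 20 µM, scaled to each plate's controls, above about 33%, limit read from the data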
Numbers without * were called inactive; i = inactive; / = not tested or not shown.

entry	STEP block	SKN-1 block	MT1-MMP act inh	NRP1-CendR mod	SUMO1-SIM PPI	Rpn11 inh	NadD inh	Scp-1 inhibitor	SMILES	DNMT1 inh	LMPTP inh
1	0.4	5.0	1.2	-7.0	0.8	i	1.4	-7.9	CC1CC(=O)N(CC(=O)Nc2ccc(Br)cc2)c2ccccc2S1(=O)=O (stereo not given)	-3.7	0.5
2	2.9	-5.7	-0.5	-20.0	-33.3	i	0.1	-16.4	COc1ccc(CN=C(C#N)C2=C(O)c3ccccc3C2=O)cc1	1.1	-0.9
3	-0.6	-2.2	-7.0	12.4	0.0	i	1.1	-3.0	Cc1cc(C(C)(C)C)oc1C(=O)N(CC(=O)NC1CCCC1)Cc1ccc(F)cc1	0.8	-1.8
4	-3.7	12.9	3.4	5.3	1.4	i	-7.9	-9.6	COc1cc(NC(=O)C2CC(c3ccc(Cl)cc3)=NO2)cc(OC)c1OC (stereo not given)	-5.0	1.8
5	-0.9	-14.1	-15.3	1.4	-0.4	i	-7.2	-8.7	O=C(CSc1nc2ccccc2o1)Nc1cc(C(F)(F)F)ccc1N1CCOCC1	-5.9	4.2
6	0.6	10.0	2.0	-17.7	-6.9	i	2.1	-13.1	Cc1nn(Cc2ccc([N+](=O)[O-])cc2)c(=O)n1-c1ccccc1	3.0	-1.2
7	0.7	-13.4	3.8	2.7	-0.5	i	-8.2	-6.8	CC1CCCCC12NC(=O)N(CC(=O)N1CCN(c3ccccc3)CC1)C2=O (stereo not given)	1.9	-0.1
8	0.1	-0.6	-3.5	7.2	3.5	i	-6.1	/	CCCCNC(=O)c1nc(C2CCN(S(=O)(=O)c3ccccc3C(F)(F)F)CC2)oc1-c1ccccc1	-3.0	2.6
9	0.5	7.5	5.2	1.7	-2.5	i	2.5	-12.3	COc1ccc(C(=O)Nc2ccc3c(c2)OCO3)cc1OC	-0.9	-0.4
10	-4.8	12.7	1.3	10.4	4.0	i	-13.0	-8.9	C/C(=N\OCc1cccc(C(=O)O)c1)c1ccc(Cl)cc1	-5.4	-2.6
11	0.9	11.9	-1.5	-3.5	-0.8	i	8.4	-15.6	COCCNC(=O)CCCCCNS(=O)(=O)c1ccc(C)cc1	2.9	-1.1
12	-4.1	0.9	-0.1	8.2	2.6	i	-5.5	17.1	CCNS(=O)(=O)c1ccc(CCC(=O)NCc2ccccn2)cc1	1.3	-2.5
13	0.3	7.9	5.0	2.9	0.2	i	-4.4	-2.0	COc1ccc(S(=O)(=O)N(CCc2ccccc2)CC(=O)O)cc1	-4.4	-0.9
14	-3.0	1.9	-1.7	0.5	0.7	i	-11.4	25.6	CCOC(=O)c1c(C)[nH]c(C(=O)OCc2ccc(F)cc2)c1C	1.0	4.4
15	-2.0	4.0	2.6	8.3	2.5	i	-10.9	-4.1	Cc1ccc(NC(=O)c2cc(S(=O)(=O)N3CCOCC3)c(Br)s2)cc1	-0.4	1.0
16	-2.9	13.0	0.6	3.1	1.3	i	-0.8	-1.3	CC(N=C(NS(=O)(=O)c1ccc(Cl)cc1)c1ccccc1)C(=O)O (stereo not given)	3.9	-1.4
17	0.0	17.0	-1.1	4.4	0.3	i	-4.8	-5.5	CC(C)=CC(=O)OCC(=O)Nc1nc(C)c(Cl)cc1Cl	1.1	-0.3
18	-3.2	-7.7	3.1	12.2	6.0	i	-2.6	0.9	COc1ccc(NC(=S)N2CCN(C(=O)c3ccco3)CC2)cc1	2.7	0.4
19	-3.0	1.0	-2.1	3.8	1.1	i	-18.0	-5.0	CCN(CC(=O)Nc1c(F)cccc1F)C(=O)c1nc2nccc(C)n2n1	5.0	-1.6
20	-2.4	8.7	2.0	-5.6	0.5	i	-1.4	-4.6	CCOC(=O)c1ccc(NCc2ccc(N(C)C)cc2)cc1	-8.8	0.7
21	0.1	29.9	1.4	0.3	3.2	i	-5.1	-6.5	CC1CCN(C(=O)CSc2nc3ccccc3[nH]2)CC1	0.1	1.0
22	1.6	-4.7	-0.1	-3.1	0.0	i	-8.4	-7.3	O=C(NCc1ccco1)c1ccc(Cl)c(S(=O)(=O)N2CCc3ccccc32)c1	-2.0	1.2
23	2.7	-9.7	/	6.8	3.1	i	2.4	-0.6	CC(=O)/C(C(=N)N1CCN(C(c2ccccc2)c2ccccc2)CC1)=C(\C)O	-0.3	1.4
24	-0.4	21.8	-1.2	0.2	-3.2	i	-1.8	-12.7	O=C(OCCOc1ccccc1F)c1cc(S(=O)(=O)N2CCOCC2)ccc1F	-0.8	0.6
25	-1.8	-0.7	-2.0	-18.1	0.6	i	1.2	0.3	CC(=O)/C(=C/c1ccccc1)C(=O)Nc1ccccc1C	7.6	0.9
26	5.3	-1.8	-0.2	-2.6	-9.1	i	20.8	11.2	FC(F)(F)c1ccc(C2Nc3cccc4cccc(c34)N2)cc1	-13.9	3.3
27	-0.9	3.3	-2.0	6.2	1.5	i	-2.1	2.2	COc1ccc2[nH]cc(S(=O)(=O)c3ccc(C)cc3)c2c1	-4.6	-0.4
28	0.2	-7.0	-2.0	4.5	1.7	i	-17.1	3.1	COC(=O)c1ccccc1NC(=S)N1CCN(c2ccccn2)CC1	2.6	-0.5
29	1.0	12.9	-1.7	4.5	11.2	i	-0.8	-4.8	CC(C)(C)NC(=O)CN(C(=O)CNC(=O)c1cccs1)c1ccccc1F	4.4	-1.0
30	0.8	-6.8	-3.2	3.4	-4.6	i	-1.2	-10.3	O=C(CN(CCc1ccccc1)C(=O)c1csnn1)NCc1ccc(F)cc1	3.9	0.9
31	-3.1	-0.3	-3.5	2.2	1.6	i	4.1	-4.1	CN(CC(CC(=O)Nc1nncs1)c1ccccc1)S(=O)(=O)c1ccccc1 (stereo not given)	-0.1	-2.2
32	-3.6	11.0	2.2	1.5	6.9	i	-4.7	/	CC1(C(=O)Nc2ccc3c(c2)OCO3)CCN1Cc1csc2ccccc12 (stereo not given)	-3.1	1.1
33	-0.2	16.1	6.1	-10.4	-9.0	i	-1.0	-24.9	CCOc1ccc(N=CC2=C(O)CC(C)(C)CC2=O)cc1	-4.0	0.8
34	2.1	-0.5	-10.2	-16.6	9.0	i	20.0	88.0*	CCn1c(SCC(=O)N/N=C/C(C)=C/c2ccco2)nnc1-c1ccccc1	9.5	-0.2
35	0.1	-10.0	0.3	8.4	3.1	i	2.0	-2.2	Cc1cc(NC(=O)Cc2ccccc2C)no1	-3.7	-1.7
36	-1.5	-2.4	3.3	5.2	-9.1	i	-7.7	-6.5	OCCC1CN(Cc2cnc(N3CCCC3)s2)CCN1Cc1ccccc1 (stereo not given)	-3.2	0.1
37	1.3	-1.7	-1.1	6.7	1.2	i	1.3	-12.7	COc1ccc(C(=O)N(C)CC(O)c2ccccc2)cc1OC1CCN(C(C)=O)CC1 (stereo not given)	1.7	-1.3
38	-3.6	15.1	1.9	-6.0	13.9	i	3.5	-1.1	O=C(Cc1ccc2c(c1)OCCO2)N/N=C/c1ccco1	1.6	-0.7
39	2.0	-15.3	-2.7	5.5	-2.3	i	-3.3	-3.1	COc1cc2c(cc1OC)CN(C(=O)c1cc(S(=O)(=O)N3CCOCC3)ccc1Cl)CC2	-15.2	-1.1
40	-3.3	19.2	-2.6	4.9	6.7	i	-2.5	-9.7	O=C(NCC(O)c1ccccc1)Nc1cccs1 (stereo not given)	-2.6	-1.5
41	-6.0	7.7	-0.5	17.7	0.6	i	-3.8	-1.6	COc1ccc(S(=O)(=O)N(CC(N)=O)C2CCCCC2)cc1Cl	2.2	-0.8
42	-3.6	12.9	1.0	3.4	-2.6	i	3.7	-1.3	Clc1ccc(-c2nc3n(n2)Cc2ccccc2-3)cc1	19.3	-0.4
43	9.2	23.6	4.4	-23.1	-2.5	i	14.5	-7.0	CCc1nnc(NS(=O)(=O)c2ccc(N/C=C\C(=O)c3ccc(C)cc3)cc2)s1	-4.8	-0.6
44	-0.7	-0.8	2.8	20.0*	-1.8	i	-2.4	-3.9	CN(C(=O)Cn1c(=O)oc2ccccc21)C1CCCCC1	4.2	-1.4
45	2.9	-3.8	0.6	7.9	-2.5	i	-9.0	-8.8	Cc1ccc(-n2nnnc2SCC(=O)Nc2ccc(N3CCN(C)CC3)cc2)c(C)c1	-3.6	-4.1
46	-2.8	1.9	3.8	-3.1	-3.3	i	4.5	-10.0	O=S(=O)(c1cccc(Cn2nnc(-c3ccccc3)n2)c1)N1CCOCC1	-16.0	0.3
47	1.3	-11.9	-3.3	12.4	-3.2	i	-1.4	-3.4	CN(C)CCNC(=O)Nc1ccc([N+](=O)[O-])cc1	-0.6	1.3
48	-3.5	4.2	2.0	-2.9	0.3	i	6.9	12.0	CC(=O)c1c(N2CCCCC2)nc(=S)n(Cc2ccccc2)c1C	2.6	2.5
49	-4.5	3.4	1.3	6.1	-3.6	i	-0.8	0.8	Cc1cc(-c2nnc(SCC(=O)Nc3ccccc3F)n2N)n[nH]1	0.6	0.3
50	5.0	14.7	0.9	-6.1	-1.1	i	0.6	-4.5	Cn1c(=O)[nH]c(=O)c2c1nc(CN1CCOCC1)n2Cc1ccc(F)cc1	2.6	-3.1
51	3.6	9.3	-0.1	-3.8	-11.8	i	-0.3	-6.5	CCc1cc2c(=O)oc(-c3ccc(F)cc3)nc2s1	8.2	1.1
52	1.8	9.9	7.5	-3.9	5.7	i	4.0	-4.2	CN(C(=O)COc1cc(=O)n(C)c2ccccc12)c1ccc(Cl)cc1	-1.3	-0.5

Retrieved one by one from the list above:
entry	STEP block	SKN-1 block	MT1-MMP act inh	NRP1-CendR mod	SUMO1-SIM PPI	Rpn11 inh	NadD inh	Scp-1 inhibitor	SMILES	DNMT1 inh	LMPTP inh
48	-3.5	4.2	2.0	-2.9	0.3	i	6.9	12.0	CC(=O)c1c(N2CCCCC2)nc(=S)n(Cc2ccccc2)c1C	2.6	2.5
46	-2.8	1.9	3.8	-3.1	-3.3	i	4.5	-10.0	O=S(=O)(c1cccc(Cn2nnc(-c3ccccc3)n2)c1)N1CCOCC1	-16.0	0.3
49	-4.5	3.4	1.3	6.1	-3.6	i	-0.8	0.8	Cc1cc(-c2nnc(SCC(=O)Nc3ccccc3F)n2N)n[nH]1	0.6	0.3
52	1.8	9.9	7.5	-3.9	5.7	i	4.0	-4.2	CN(C(=O)COc1cc(=O)n(C)c2ccccc12)c1ccc(Cl)cc1	-1.3	-0.5
51	3.6	9.3	-0.1	-3.8	-11.8	i	-0.3	-6.5	CCc1cc2c(=O)oc(-c3ccc(F)cc3)nc2s1	8.2	1.1
47	1.3	-11.9	-3.3	12.4	-3.2	i	-1.4	-3.4	CN(C)CCNC(=O)Nc1ccc([N+](=O)[O-])cc1	-0.6	1.3
50	5.0	14.7	0.9	-6.1	-1.1	i	0.6	-4.5	Cn1c(=O)[nH]c(=O)c2c1nc(CN1CCOCC1)n2Cc1ccc(F)cc1	2.6	-3.1

From PubChem
